ZTA counter: counter-screen for EBNA-1 inhibitors: inhibitors of Epstein-Barr virus ZTA; ZTA-DNA binding, fluorescence polarization; actives 0.15% (n = 320,000); inhibition, % at 11 µM; P03206; in the data active = inhibition above about 33%
Target sequence (P03206 whole entry, looked up): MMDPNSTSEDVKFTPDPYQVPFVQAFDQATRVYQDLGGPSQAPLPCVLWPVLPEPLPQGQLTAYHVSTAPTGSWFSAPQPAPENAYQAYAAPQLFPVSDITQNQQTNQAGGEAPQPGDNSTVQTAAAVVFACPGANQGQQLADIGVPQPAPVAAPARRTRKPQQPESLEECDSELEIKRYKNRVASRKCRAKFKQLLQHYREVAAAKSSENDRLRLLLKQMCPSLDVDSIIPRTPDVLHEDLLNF
EBNA-1 inhibitor: blocks EBNA-1 binding to DNA; EBNA-1 DNA binding, fluorescence polarization; inhibition, % at 14.8 µM; actives 0.34% (n = 300,000); AID 1950; in the data active = inhibition above about 28%
GASC-1 inh: blocks human GASC-1 demethylase activity; Q9H3R0; GST-JMJD2C(1-420) H3K9me3 demethylation, DELFIA europium; inhibition, % at 2.35 µM; actives 0.069% (n = 330,000);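 active = more than half of a compound's replicate wells show inhibition beyond 50%, single wells judged on their own value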;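 also: signal counts dimethyl H3K9 product captured on neutravidin plate; 0% = median of DMSO wells and 100% = 0.3 times that DMSO median; strong numbers were not always called active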
Target sequence (Q9H3R0 1-420 limits assumed): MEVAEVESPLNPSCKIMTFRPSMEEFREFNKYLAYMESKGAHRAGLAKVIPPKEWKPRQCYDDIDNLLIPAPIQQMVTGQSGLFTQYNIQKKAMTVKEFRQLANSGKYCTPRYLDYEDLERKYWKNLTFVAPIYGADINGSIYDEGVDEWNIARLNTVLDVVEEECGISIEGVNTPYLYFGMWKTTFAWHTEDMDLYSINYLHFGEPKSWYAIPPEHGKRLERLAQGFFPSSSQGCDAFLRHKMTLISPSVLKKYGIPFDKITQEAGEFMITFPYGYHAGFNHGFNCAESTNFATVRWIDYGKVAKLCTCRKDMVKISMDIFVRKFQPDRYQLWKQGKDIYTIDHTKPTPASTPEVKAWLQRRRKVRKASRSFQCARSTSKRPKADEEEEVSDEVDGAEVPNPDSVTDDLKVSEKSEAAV
HCV core dimer: blocks dimerization of HCV core protein; inhibition, % at 5 µM; TR-FRET GST/Flag-core106 dimerization, 1536-well; actives 0.33% (n = 300,000);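 active = inhibition above the mean of all tested compounds plus 3 SD, set per screening campaign, cut at about 45% in these data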
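Assay system: GST-tagged and Flag-tagged HCV core protein residues 1-106 / Times: compound-protein-antibody incubation 4 h at 22.5 °C / Signal: time-resolved FRET, ex 340 nm, em 617 and 671 nm / Evaluation: % inhibition based on acceptor/donor emission ratio / Benchmarks: wells lacking GST-core106 and wells with excess unlabelled core106 / Repeats: singlicate, one well per compound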
TPT1 inh: inhibitors of Candida albicans tRNA 2'-phosphotransferase TPT1; recombinant caTPT1, FP RNA substrate dephosphorylation; inhibition, % at 5 µM; actives 0.81% (n = 300,000); AID 1962;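 active = inhibition above the mean of all tested compounds plus 3 SD, set per screening campaign, cut at about 24% in these data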;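 also: plate controls were DMSO alone for no effect and ferristatin control at 100 nM for full effect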
Fh CTSL1 inh: counter-screen for PFM18AAP inhibitors: inhibitors of F. hepatica cathepsin L1; recombinant F. hepatica cathepsin L1, Z-Leu-Arg-MCA fluorescence; inhibition, % at 5.96 µM; actives 0.49% (n = 300,000);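 active = inhibition above the mean of all tested compounds plus 3 SD, set per screening campaign, cut at about 17% in these data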;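 also: 0% = plate median of test compound wells and 100% = 1 µM Z-Phe-Ala-diazomethylketone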
PP1 inh: PP1-alpha (human) inhibition in PP5 counter-screen; actives 0.9% (n = 320,000); AID 2235; purified PP1alpha, OMFP fluorescence; inhibition, % at 6.7 µM;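 active = inhibition above the mean inhibition of all tested compounds plus 3 SD, computed separately for each screening campaign, cut at about 15% in these data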
Target sequence (P62136 whole entry, looked up): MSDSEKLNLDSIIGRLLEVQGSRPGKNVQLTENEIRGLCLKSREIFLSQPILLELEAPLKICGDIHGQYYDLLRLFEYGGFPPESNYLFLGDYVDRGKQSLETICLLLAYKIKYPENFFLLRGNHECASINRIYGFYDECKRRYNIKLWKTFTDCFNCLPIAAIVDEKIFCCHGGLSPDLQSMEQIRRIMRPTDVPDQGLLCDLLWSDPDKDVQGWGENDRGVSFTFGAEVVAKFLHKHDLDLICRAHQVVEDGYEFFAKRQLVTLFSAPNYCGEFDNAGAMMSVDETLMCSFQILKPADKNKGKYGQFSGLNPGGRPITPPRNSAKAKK
Yeast superoxide: yeast age-related superoxide inhibition as caloric restriction mimetic. superoxide response (% of plate mean), % at 10 µM. actives 0.18% (n = 330,000). AID 2690. S. cerevisiae aged cells, superoxide DHE fluorescence; stronger effect = lower value;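 active = superoxide response under a set limit, about three screen SD below normal, cut at about 65% in these data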;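 also: yeast aged for seven days with compound at 30 °C before DHE staining; 100% = average MFI of all compound-treated wells on the plate with controls excluded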
PP5 inh: blocks human protein phosphatase 5 activity; AID 1987; inhibition, % at 6.7 µM; actives 0.18% (n = 320,000); P53041; purified PP5c, OMFP substrate fluorescence;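 active = inhibition above the campaign's mean inhibition across all tested compounds plus 3 SD, cut at about 9.5% in these data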;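 also: 0% = DMSO only and 100% = 100 µM cantharidin control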
* = called active by the depositor; & = joins results of further samples.

For C=CCn1c(O)c(N=Nc2ccccc2)c2ccccc21 the results were ZTA counter -6, EBNA-1 inhibitor -12, GASC-1 inh 5, HCV core dimer 9, TPT1 inh 1, Fh CTSL1 inh -5, PP1 inh 1, Yeast superoxide 106 and PP5 inh 3.3.
For CC(=O)Oc1ccc(C(=O)Nc2ccccc2NC(=O)c2ccc(OC(C)=O)cc2)cc1 the results were ZTA counter 8, EBNA-1 inhibitor 10, GASC-1 inh 4, HCV core dimer 3, TPT1 inh -1, Fh CTSL1 inh -15, PP1 inh 3, Yeast superoxide 93 and PP5 inh 0.4.
COc1ccc(CNS(=O)(=O)NCc2ccccc2F)cc1 was read as ZTA counter -12, EBNA-1 inhibitor 3, GASC-1 inh -1, HCV core dimer 1, TPT1 inh -1, Fh CTSL1 inh 1, PP1 inh -2, Yeast superoxide 109 and PP5 inh 1.3.
For COC(=O)C(CCSC)NC(=O)Cn1ncc2c(=O)oc3ccccc3c21 (configuration not stated) the results were ZTA counter -10, EBNA-1 inhibitor 10, GASC-1 inh 5, HCV core dimer -11, TPT1 inh -2, Fh CTSL1 inh -1, PP1 inh -6, Yeast superoxide 108 and PP5 inh 2.2.
For CN1CCN(C(=S)NC(=O)c2cccc([N+](=O)[O-])c2)CC1 the results were ZTA counter 13, EBNA-1 inhibitor -5, GASC-1 inh 0, HCV core dimer 6, TPT1 inh -2, Fh CTSL1 inh 4, PP1 inh -3, Yeast superoxide 99 and PP5 inh 0.8.
For O=C(NC12CC3CC(CC(C3)C1)C2)c1ccc(Br)o1 the results were ZTA counter -4, EBNA-1 inhibitor 10, GASC-1 inh 0, HCV core dimer 3, TPT1 inh 1, Fh CTSL1 inh -3, PP1 inh -2, Yeast superoxide 102 and PP5 inh -2.4.
For CC1(O)c2ccccc2C(=O)N1Cc1ccccc1 (configuration not stated) the results were ZTA counter 23, EBNA-1 inhibitor 5, GASC-1 inh -19, HCV core dimer 1, TPT1 inh 1, Fh CTSL1 inh -2, PP1 inh 1, Yeast superoxide 120 and PP5 inh -0.7.
`CC(CCN1CCN=C1N(C)C)c1ccccc1` (configuration not stated) gave ZTA counter -8, EBNA-1 inhibitor -7, GASC-1 inh 6, HCV core dimer -7, TPT1 inh 1, Fh CTSL1 inh -3, PP1 inh -2, Yeast superoxide 112 and PP5 inh 3.9.
Screening COc1ccc(C)cc1NC(=O)C1CCCCC1C(=O)O (configuration not stated) returned ZTA counter 15, EBNA-1 inhibitor -15, GASC-1 inh -5, HCV core dimer 3, TPT1 inh -1, Fh CTSL1 inh -1, PP1 inh -1, Yeast superoxide 103 and PP5 inh 1.4.
For S=c1[nH]ncn1/N=C/c1ccc(Br)cc1 the results were ZTA counter 14, EBNA-1 inhibitor 14, GASC-1 inh 4, HCV core dimer -2, TPT1 inh -4, Fh CTSL1 inh -2, PP1 inh -2, Yeast superoxide 91 and PP5 inh -0.6.
`Cc1ccc(S(=O)OCC(=O)Nc2cc(Cl)ccc2N2CCOCC2)cc1` (configuration not stated) gave ZTA counter -28, EBNA-1 inhibitor -7, GASC-1 inh 8, HCV core dimer 0, TPT1 inh 0, Fh CTSL1 inh 5, PP1 inh 1, Yeast superoxide 116 and PP5 inh 4.0.
For O=C(CCC1CCCC1)Nc1ccon1 the results were ZTA counter -4, EBNA-1 inhibitor 0, GASC-1 inh -2, HCV core dimer -3, TPT1 inh 0, Fh CTSL1 inh -2, PP1 inh -7, Yeast superoxide 106 and PP5 inh 1.5.
For O=S(=O)(Nc1cccc(Cl)c1)c1ccc(-n2cccn2)cc1 the results were ZTA counter -7, EBNA-1 inhibitor -6, GASC-1 inh -3, HCV core dimer -22, TPT1 inh -3, Fh CTSL1 inh -3, PP1 inh 2, Yeast superoxide 114 and PP5 inh 5.0.
`O=C(C1=C(O)C(=O)N(CCN2CCOCC2)C1c1ccc(Br)cc1)c1cc2ccccc2o1` (configuration not stated) gave ZTA counter 12, EBNA-1 inhibitor 1, GASC-1 inh 4, HCV core dimer 15, TPT1 inh 4, Fh CTSL1 inh 2, PP1 inh 23*, Yeast superoxide 96 and PP5 inh 2.7.
For CCCc1ccc(-c2c(C)sc(N)c2C#N)cc1 the results were ZTA counter 2, EBNA-1 inhibitor -1, GASC-1 inh 4, HCV core dimer 12, TPT1 inh -3, Fh CTSL1 inh 1, PP1 inh 4, Yeast superoxide 111 and PP5 inh 5.3.
For COc1cc(OC)cc(-c2nc(-c3cccs3)no2)c1 the results were ZTA counter 6, EBNA-1 inhibitor 4, GASC-1 inh -19, HCV core dimer 1, TPT1 inh 6, Fh CTSL1 inh 3, PP1 inh 5, Yeast superoxide 90 and PP5 inh 1.4.
Screening O=c1cc(-c2ccc(O)cc2)oc2cc(O)cc(O)c12 returned ZTA counter 11, EBNA-1 inhibitor -9, GASC-1 inh 12, HCV core dimer -1, TPT1 inh 3, Fh CTSL1 inh 8, PP1 inh 5, Yeast superoxide 123 and PP5 inh 5.5.
`CCOc1ccccc1N(C)S(=O)(=O)c1ccc2c(c1)CC(C)N2C(=O)C1CC1` (configuration not stated) gave ZTA counter -18, EBNA-1 inhibitor -2, GASC-1 inh -1, HCV core dimer -4, TPT1 inh -3, Fh CTSL1 inh 0, PP1 inh 2, Yeast superoxide 105 and PP5 inh 1.5.
`O=C(Cn1nnc(-c2ccccc2)n1)OC1CCOC1=O` (configuration not stated) gave ZTA counter 10, EBNA-1 inhibitor 5, GASC-1 inh -6, HCV core dimer -1, TPT1 inh -8, Fh CTSL1 inh -8, PP1 inh -1, Yeast superoxide 84 and PP5 inh -0.8.
Cc1ccc(C(=O)CCC(=O)OCC(=O)Nc2c(C)nn(-c3ccccc3)c2C)cc1 was read as ZTA counter -5, EBNA-1 inhibitor 2, GASC-1 inh 0, HCV core dimer 0, TPT1 inh -4, Fh CTSL1 inh -33, PP1 inh 1, Yeast superoxide 93 and PP5 inh 1.8.
Screening COC(=O)c1sc2ccccc2c1-n1cccc1C(=O)C(=O)Nc1ccccc1 returned ZTA counter 14, EBNA-1 inhibitor 3, GASC-1 inh -3, HCV core dimer 7, TPT1 inh -2, Fh CTSL1 inh 0, PP1 inh 1, Yeast superoxide 96 and PP5 inh 1.2.
Screening CCNc1nc(OC)nc(Oc2ccc(=O)n(-c3ccccc3)n2)n1 returned ZTA counter 2, EBNA-1 inhibitor 5, GASC-1 inh 2&-7, HCV core dimer 3, TPT1 inh -2, Fh CTSL1 inh 0, PP1 inh -2, Yeast superoxide 94 and PP5 inh -2.2.
Screening Cc1nn2c(-c3ccccc3)ccnc2c1Br returned ZTA counter -3, EBNA-1 inhibitor 13, GASC-1 inh -3, HCV core dimer -7, TPT1 inh -4, Fh CTSL1 inh -1, PP1 inh -1, Yeast superoxide 99 and PP5 inh -0.5.
For O=C(Nc1ccccc1OC(F)F)c1ccc(S(=O)(=O)N2CCOCC2)cc1 the results were ZTA counter -2, EBNA-1 inhibitor -2, GASC-1 inh 72, HCV core dimer 1, TPT1 inh 1, Fh CTSL1 inh -1, PP1 inh -1, Yeast superoxide 116 and PP5 inh 3.0.

2 entries picked at random from those above:
Screening Cc1nn2c(-c3ccccc3)ccnc2c1Br returned ZTA counter -3, EBNA-1 inhibitor 13, GASC-1 inh -3, HCV core dimer -7, TPT1 inh -4, Fh CTSL1 inh -1, PP1 inh -1, Yeast superoxide 99 and PP5 inh -0.5.
For CCCc1ccc(-c2c(C)sc(N)c2C#N)cc1 the results were ZTA counter 2, EBNA-1 inhibitor -1, GASC-1 inh 4, HCV core dimer 12, TPT1 inh -3, Fh CTSL1 inh 1, PP1 inh 4, Yeast superoxide 111 and PP5 inh 5.3.

Later entries
For O=C(COc1ccc(Cl)cc1Cl)NN=C1CCCCC1 the results were ZTA counter 1, EBNA-1 inhibitor -4, GASC-1 inh 16, HCV core dimer -1, TPT1 inh 0, Fh CTSL1 inh -2, PP1 inh 2, Yeast superoxide 94 and PP5 inh -1.4.
Screening O=C(CN1C(=O)NC(c2ccccc2)(c2ccccc2)C1=O)NC1CCS(=O)(=O)C1 (configuration not stated) returned ZTA counter -4, GASC-1 inh 5, PP1 inh -4, Yeast superoxide 108 and PP5 inh 0.5.
`COc1cccc(N(C(=O)CNC(=O)c2ccco2)C(C(=O)NC2CCCCC2)c2cccnc2)c1` (configuration not stated) gave ZTA counter 3, EBNA-1 inhibitor -14, GASC-1 inh 0, HCV core dimer 9, TPT1 inh -2, Fh CTSL1 inh -2, PP1 inh 6, Yeast superoxide 92 and PP5 inh 3.1.
For Cc1[nH]c2ccccc2c1C(=O)CSc1nc2ncc(Cl)cc2[nH]1 the results were ZTA counter -11, EBNA-1 inhibitor 1, GASC-1 inh 4, HCV core dimer -9, TPT1 inh 5, Fh CTSL1 inh 1, PP1 inh -2, Yeast superoxide 101 and PP5 inh -0.7.
CN(C)S(=O)(=O)c1cccc(NC(=O)c2ccc(S(=O)(=O)N3CCCCC3)cc2)c1 was read as ZTA counter 1, EBNA-1 inhibitor 7, GASC-1 inh 6, HCV core dimer 3, TPT1 inh -1, Fh CTSL1 inh 8, PP1 inh -4, Yeast superoxide 105 and PP5 inh 2.7.
Screening COc1ccc(C2C(C#N)=C(N)OC3=C2C(=O)CC(C)(C)C3)cc1Cn1nc(C)c([N+](=O)[O-])c1C (configuration not stated) returned ZTA counter -9, EBNA-1 inhibitor -5, GASC-1 inh -11, HCV core dimer 17, TPT1 inh 1, Fh CTSL1 inh 1, PP1 inh 2, Yeast superoxide 98 and PP5 inh 1.3.
For C/C(Cl)=C\Cn1c(NCCCn2ccnc2)nc2c1c(=O)n(C)c(=O)n2C the results were ZTA counter 11, EBNA-1 inhibitor 2, GASC-1 inh -8, HCV core dimer -3, TPT1 inh -4, Fh CTSL1 inh -2, PP1 inh -2, Yeast superoxide 106 and PP5 inh 0.4.
For COc1ccc(NC(=O)Cn2nnc(C(=O)NCCc3ccccc3)c2N)cc1 the results were ZTA counter -3, EBNA-1 inhibitor 0, GASC-1 inh 3, HCV core dimer -1, TPT1 inh 0, Fh CTSL1 inh -4, PP1 inh 1, Yeast superoxide 69 and PP5 inh 2.7.
COc1cc(S(=O)(=O)NCCCN2CCOCC2)ccc1Cl was read as ZTA counter -2, EBNA-1 inhibitor -1, GASC-1 inh -7, HCV core dimer -17, TPT1 inh -1, Fh CTSL1 inh -2, PP1 inh -3, Yeast superoxide 91 and PP5 inh -1.1.
`CCc1cc(/C(Cc2csc(C)n2)=N/O)c(O)cc1O` gave ZTA counter 4, EBNA-1 inhibitor -7, GASC-1 inh -21, HCV core dimer -4, TPT1 inh -2, Fh CTSL1 inh -1, PP1 inh -3, Yeast superoxide 88 and PP5 inh 3.6.
For Cc1c(C)c2ccc(OC3CCCCC3=O)cc2oc1=O (configuration not stated) the results were ZTA counter 12, EBNA-1 inhibitor -6, GASC-1 inh 0, HCV core dimer 1, TPT1 inh -6, Fh CTSL1 inh 0, PP1 inh 0, Yeast superoxide 105 and PP5 inh 2.4.
For Cc1ccc(-c2cc3nc(-c4ccc(Br)cc4)cc(N)n3n2)cc1 the results were ZTA counter 0, EBNA-1 inhibitor 0, GASC-1 inh 7, HCV core dimer 14, TPT1 inh 1, Fh CTSL1 inh 1, PP1 inh 4, Yeast superoxide 114 and PP5 inh 6.3.
`Cc1ccsc1C1C(C#N)=C(N)Oc2n[nH]c(C)c21` (configuration not stated) gave ZTA counter 10, EBNA-1 inhibitor 8, GASC-1 inh -6, HCV core dimer 2, TPT1 inh 1, Fh CTSL1 inh -1, PP1 inh -5, Yeast superoxide 108 and PP5 inh -3.1.

Screening data as filed in PubChem BioAssay.
